EBI2 block: EBI2 (human) antagonism. AID 651636. EBI2 beta-arrestin recruitment, luminescence, 7a,25-OHC stimulated. inhibition, % at 5 µM. 0.81% of 360,000 active; in the data active = inhibition above about 38%;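 also: enzyme fragment complementation signal reports receptor beta-arrestin coupling in cells; 0% = agonist plus DMSO wells and 100% = wells without agonist; some results beyond the cut were filed as inactive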
Target sequence (P32249 whole entry, looked up, the tested form may be a part): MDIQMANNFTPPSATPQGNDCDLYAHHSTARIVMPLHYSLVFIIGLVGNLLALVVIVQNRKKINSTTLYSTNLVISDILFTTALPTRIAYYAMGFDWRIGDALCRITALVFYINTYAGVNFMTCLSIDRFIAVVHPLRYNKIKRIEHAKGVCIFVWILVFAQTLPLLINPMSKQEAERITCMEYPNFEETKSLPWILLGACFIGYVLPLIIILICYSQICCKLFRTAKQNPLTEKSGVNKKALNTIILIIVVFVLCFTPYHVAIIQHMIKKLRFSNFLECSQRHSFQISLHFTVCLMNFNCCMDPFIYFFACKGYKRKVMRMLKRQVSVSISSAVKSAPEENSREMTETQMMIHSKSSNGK
APJ antagonist: blocks the human apelin receptor APJ; P35414; CHO-K1 APJ beta-arrestin complementation, luminescence; inhibition, % at 20 µM; 0.32% of 330,000 active;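 active = inhibition above about 40% at 20 µM, limit read from the data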;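 also: cells challenged with 10 nM apelin-13 agonist together with compound; plate controls were apelin-13 plus DMSO wells for no effect and DMSO wells lacking apelin-13 for full effect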
CCR6 antag: CCR6 (human) receptor antagonism; CHO-K1 CCR6 PathHunter beta-arrestin, luminescence, CCL20-stimulated; inhibition, % at 20 µM; 0.49% of 340,000 active; AID 493098;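 active = compounds whose inhibition of the agonist-driven luminescence signal at 20 µM reaches about 50%, limit read from the data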;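 also: cells stimulated with CCL20 at 14 nM final; plate controls were DMSO with CCL20 for no effect and DMSO without agonist for full effect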
Target sequence (P51684 whole entry, looked up): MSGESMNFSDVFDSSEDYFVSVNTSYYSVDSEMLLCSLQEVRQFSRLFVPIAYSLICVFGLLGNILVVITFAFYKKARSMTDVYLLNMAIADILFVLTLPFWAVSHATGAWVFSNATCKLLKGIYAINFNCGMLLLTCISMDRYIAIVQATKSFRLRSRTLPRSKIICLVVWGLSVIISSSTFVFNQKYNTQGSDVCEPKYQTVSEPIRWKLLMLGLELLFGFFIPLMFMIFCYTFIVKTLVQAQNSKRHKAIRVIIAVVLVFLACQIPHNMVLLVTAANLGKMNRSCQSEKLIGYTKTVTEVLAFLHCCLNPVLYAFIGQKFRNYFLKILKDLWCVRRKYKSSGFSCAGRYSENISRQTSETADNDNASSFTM
UPR CHOP act: activators of apoptotic arm of unfolded protein response (CHOP) | CHO-CHOP luciferase reporter, UPR activation, luminescence; percent of tunicamycin response over DMSO baseline | activation, % at 10 µM | 0.34% of 330,000 active | AID 449763;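 active = at 10 µM dose, activation of 40% or more, normalized to positive control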;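 also: 100% = tunicamycin at 10 µg/mL and 0% = DMSO alone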
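measured by = luciferase luminescence | assay system = CHO-CHOP cells, stable luciferase reporter of PERK-eIF2a-CHOP signalling | amount = 500 reporter cells seeded per well | timing = 6 h compound exposure at 37 °C after overnight seeding | controls = positive tunicamycin 10 µg/mL, negative DMSO alone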
CXCR6 inh: inhibitors of human CXCR6 receptor; O00574; CHO-K1 PathHunter CXCR6 beta-arrestin, luminescence; inhibition, % at 20 µM; 0.36% of 360,000 active; AID 602244; in the data active = inhibition above about 34%, passing the limit was not always enough;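 also: antagonist mode with CXCL16 agonist at 10 nM final; 0% = 10 nM CXCL16 with DMSO and 100% = unstimulated wells without agonist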
Target sequence (O00574 whole entry, looked up): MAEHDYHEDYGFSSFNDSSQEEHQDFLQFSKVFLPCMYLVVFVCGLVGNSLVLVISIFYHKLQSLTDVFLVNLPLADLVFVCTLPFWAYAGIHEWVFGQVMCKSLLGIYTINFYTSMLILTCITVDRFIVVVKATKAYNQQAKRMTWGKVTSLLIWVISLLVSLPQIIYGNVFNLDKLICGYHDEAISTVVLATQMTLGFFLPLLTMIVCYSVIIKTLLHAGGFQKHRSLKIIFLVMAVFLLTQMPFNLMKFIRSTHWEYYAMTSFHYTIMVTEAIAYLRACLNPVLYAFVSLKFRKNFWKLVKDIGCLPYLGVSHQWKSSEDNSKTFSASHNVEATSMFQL
APJ ag: activates the human apelin receptor APJ. P35414. CHO-K1 APJ PathHunter beta-arrestin, luminescence; 0% DMSO wells, 100% apelin. 0.11% of 330,000 active. activation, % at 20 µM;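 active = activation more than six SD over the plate average, tested at 20 µM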;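 also: 0% = DMSO alone and 100% = apelin-13 at 10 nM; some results filed as inactive read as strong as hits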
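Test system: CHO-K1 APJ beta-arrestin complementation cell line. Amount: cell density 1000 per well. Controls: DMSO negative, 10 nM Apelin-13 positive. Signal: luminescent beta-gal fragment complementation, chemiluminescent substrate. Read-out basis: agonist-driven arrestin binding to APJ. Timing: compound stimulation 90 min at 25 °C, detection 60 min.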
Mdm2-MdmX inh: disrupts the human Mdm2-MdmX interaction; O15151+Q00987; SaOS-2 split-luciferase Mdm2/MdmX complementation, luminescence; inhibition, % at 8 µM; 3% of 330,000 active;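 active = inhibition of at least 50% at 8 µM in the primary screen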
XBP1 UPR activ: adaptive UPR (XBP1) activation. CHO-XBP1 luciferase reporter, IRE1-XBP1 UPR activation, luminescence; percent of tunicamycin response, DMSO as zero. activation, % at 20 µM. 0.33% of 330,000 active;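 active = versus positive control, 20 µM dose yields 30% or more activation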;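 also: 100% = tunicamycin at 10 µg/mL and 0% = DMSO only wells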
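Material: CHO-XBP1 cells stably carrying IRE1-XBP1-driven luciferase reporter / Amount: 1000 cells per well / Compound: 20 µM, 1% DMSO / Times: 6 h treatment, 37 °C / Detection: luciferase luminescence / Measure: % activation of reporter signal versus tunicamycin and DMSO controls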
tim23-1 inh: growth inhibitors of tim23-1 mutant yeast; S. cerevisiae tim23-1 growth, BacTiter-Glo luminescence, 24 h; inhibition, % at 20 µM; 1.3% of 330,000 active; AID 463212;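 active = growth inhibition of the mutant yeast at or above 50%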;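 also: temperature-sensitive mutant grown at 25 °C; plate controls were DMSO-treated mutant yeast for no effect and medium wells lacking yeast for full effect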
Starred values were filed as active, the others as inactive; . = no result given; & = joins results of further samples; ! = not confirmed by another sample. Some of the compounds tested; count on the stated rates, not on these rows.

Each structure is followed by: EBI2 block	APJ antagonist	CCR6 antag	UPR CHOP act	CXCR6 inh	APJ ag	Mdm2-MdmX inh	XBP1 UPR activ	tim23-1 inh
- CC1CCN(C(=O)Cn2cc([N+](=O)[O-])ccc2=O)c2ccccc2S1 (stereo unspecified)
  -14	15	12	-0.2	6	-5	16	-2	22
- CC(OC(=O)c1ccc(-n2cnnn2)cc1)C(=O)Nc1ccccc1[N+](=O)[O-] (stereo unspecified)
  -14	-73	-6	0.0	-6	3	0	-1	13
- O=c1[nH]c(-c2ccc(Cl)cc2)nc2c1cnn2-c1ccccc1
  .	-19	.	1.4	.	-1	10	0	-5
- O=S(=O)(NCCSc1ccc(Cl)cc1)c1ccc2c(c1)OCCO2
  3	-4	7	-1.3	-7	-4	-2	-2	30
- CCOC(=O)Cn1cnc2c(nnn2-c2ccc(F)cc2)c1=O
  -4	6	3	-1.4	0	-2	24	-2	10
- CCN(c1ccccc1)S(=O)(=O)c1ccc(Cl)c(C(=O)N(CC2CCCO2)C2CCS(=O)(=O)C2)c1 (stereo unspecified)
  -4	12	1	19	2	-3	16	-1	37
- c1ccc2sc(-c3ccc4c(c3)OCO4)nc2c1
  5	8	19	-4.5	-3	0	-99	-6	28
- O=C(NNc1ccc([N+](=O)[O-])cc1[N+](=O)[O-])C1C2CCCCC21 (stereo unspecified)
  -13	30	13	-0.1	9	-1	9	-2	5
- O=C(COc1ccc(Cl)cc1)Nc1cc(S(=O)(=O)N2CCCCC2)ccc1N1CCCCC1
  19	-1	6	2.4	9	-2	-14	2	-12
- O=c1oc2ccccc2c(Cl)c1CN1CCCCC1
  -2	87*	92*	-10.0	96*	-8	28	-10	-8
- CCOC(=O)c1c(NC(=O)COC(=O)c2ccc(NC(=O)CC#N)cc2)sc(C(=O)NC)c1C
  -9	13	-5	11	12	-3	38	6	-18
- CC(Oc1ccccc1Cl)C(=O)Nc1ccc(S(=O)(=O)N2CCCC2)cc1 (stereo unspecified)
  -12	10	15	-1.8	-1	-1	21	-2	22
- Cc1cccc(CN2CCC(CNC(=O)Cn3ncc4c([nH]c5ccccc54)c3=O)CC2)c1
  3	15	23	1.1	-4	-3	28	-3	8
- Cn1nc(C(=O)Nc2cccc(S(=O)(=O)N3CCCC3)c2)c2ccccc2c1=O
  -1	-27	9	1.6	12	-3	54*	5	32
- CCCCN(C(=O)c1ccc(-c2ccc([N+](=O)[O-])cc2)o1)c1c(N)n(CC(C)C)c(=O)[nH]c1=O
  -6	-22	3	-0.7	0	1	1	-1	12
- O=C(CC1CCCCC1)Nc1c2c(nn1-c1ccc(F)cc1)CS(=O)(=O)C2
  8	5	3	-0.9	6	-7	27	-2	0
- CCOC(=O)CCSCC(=O)Nc1nnc(C)s1
  -6	6	3	-0.4	-8	-2	24	-4	-2
- Cc1oc(-c2ccccc2F)nc1CS(=O)(=O)CC(=O)NC(C)CCc1ccccc1 (stereo unspecified)
  9	-14	2	1.3	9	0	16	-1	25
- COC(=O)c1sc(C(F)(F)F)c(-c2ccccc2)c1S(=O)(=O)N1CCCC1
  3	0	16	-0.8	-8	2	14	-1	33
- Cc1cc(C)n(C(=O)CNC(=O)c2cccc(Cl)c2)n1
  -2	11	10	6.2	3	-1	-11	1	9
- O=C(CSc1nnc2ccccn12)NC(=O)c1ccccc1Cl
  -5	-6	5	-0.9	-3	-3	23	-2	15
- Cc1c(C(=O)NCC2CCCO2)oc2ccccc12 (stereo unspecified)
  -7	7	-2	-1.1	4	-1	15	5	13
- Cc1c(Cc2ccccc2)c(=O)oc2c(C)c(OC(C)C(=O)N[C@@H](Cc3ccccc3)C(=O)O)ccc12 (stereo partly specified)
  12	-59	26	1.6	-4	-2	-40	-2	18
- COc1ccc(C(=O)CSc2nnc(CNC(=O)c3ccccc3)o2)cc1
  -1	-5	10	0.2	-8	-2	4	-1	9
- CC1(C)CC(=O)C(=Cc2cn(-c3ccccc3)nc2-c2ccc(Cl)cc2)C(=O)C1
  14	-21	-43	288*	-22	6	37	27	35
- CCOc1ccc(C(c2c(C)[nH][nH]c2=O)c2c(C)[nH][nH]c2=O)cc1OCC
  3	-5	9	1.4	2	0	-20	-1	54*
- Cc1csc2nc3ccccc3c(=O)n12
  -10	6	10	2.9	-9	-8	22	3	14
- C=CCNC(=O)C1CC(=O)N(c2ccc(OCC(=O)NCc3ccccc3)cc2)C1 (stereo unspecified)
  -2	-19	1	0.2	3	-2	6	-2	-13
- NS(=O)(=O)c1ccc(CCNc2ncnc3sccc23)cc1
  6	0	2	-2.0	-5	-5	15	-1	-2
- Cc1nn(C)c(=O)n1N(C)c1ncc(C(F)(F)F)cc1Cl
  -5	0	3	0.5	-7	-2	-1	2	13
- O=C(NNc1nc(-c2ccccc2)cs1)c1ccc(F)cc1
  -9	11	3	-1.9	1	-4	54*	1	25
- CC(NC(=O)NC12CC3CC(CC(C3)C1)C2)c1ccc2c(c1)OCO2 (stereo unspecified)
  2	-11	11	-0.6	-10	-3	7	-3	34
- O=C(CSc1ccc2nnc(-c3ccncc3)n2n1)Nc1ccc2c(c1)OCCO2
  -1	-4	0	-1.6	-1	1	4	-5	-1
- O=C(O)CC(c1ccc(Cl)cc1)N1C(=O)CCC1=O (stereo unspecified)
  -13	13	-5	1.8	0	-3	-10	3	-20
- COc1ccc2c(c1)C(=NO)c1cc(OC)ccc1-2
  4	6	-1	0.1	-1	9	0	1	10
- Cc1ccccc1CN(C)C1CCN(C)CC1
  -6	5	-12	0.5	-6	-1	32	5	-25
- Cc1ccc(S(=O)(=O)N(CC(=O)NC2CC2)c2ccc(C)c(Cl)c2)cc1
  -5	-2	9	-0.6	-1	11	2	-6	15
- Cn1c(=O)c2c(SCc3cccnc3)nc(CC(C)(C)C)nc2n(C)c1=O
  24	24	9	2.4	2	3	-18	8	48
- Oc1ccc(Cl)cc1CNCc1ccc(Cl)nc1
  -5	8	-6	5.1	-8	-3	4	6	38
- CCOC(=O)C1CCCN(CCC(=O)Nc2cccc(C)c2)C1 (stereo unspecified)
  -10	8	10	0.3	4	0	2	-3	5
- COC(=O)c1c(C(=O)OC)c(-c2ccccc2)n2c1CCC2
  -2	15	-10	-0.1	-2	-5	18	0	9
- CC(C)CCN1CCN=C1N(C)C
  12	7	11	-0.8	-4	-6	9	0	-1
- Cc1ccc(C(O)(C(=O)NNc2ccc3ccccc3n2)c2ccc(C)cc2)cc1
  -2&9	-9&8	-1&-8	-0.9&2.4	0&-7	-4&-3	51*!	-2&-2	6&4
- Cc1ccc(S(=O)(=O)N2C(=O)c3cccc4cccc2c34)cc1
  7	-11	8	-1.1	-1	-5	4	5	43
- COc1cc(C2/C(=C(\O)c3ccc4c(c3)OCCO4)C(=O)C(=O)N2c2nnc(C)s2)cc(OC)c1OC (stereo unspecified)
  0	11	6	2.7	-1	-4	1	-4	2
- c1csc(-c2nc(NCC3CCCO3)c3ccccc3n2)c1 (stereo unspecified)
  4	-1	10	0.9	8	-2	6	-7	35
- CCn1cc(C(=O)NCc2ccc(OC)cc2)c(=O)c2ccc(C)nc21
  1	-13	-11	-0.7	11	0	13	-2	16
- CCOC(=O)CNC(=O)CN1C(=O)CC(c2ccco2)Sc2ccccc21 (stereo unspecified)
  -3	-12	-1	4.0	-1	-2	-21	3	11
- Cc1cccc(/C=N/n2c(COc3ccccc3)n[nH]c2=S)c1
  7	17	22	-0.9	1	-4	0	-4	41
- CCc1ccc(C(C)NC(=O)Cn2cnc3c(=O)n(C)c(=O)n(C)c32)cc1 (stereo unspecified)
  3	10	-19	-1.7	-10	-2	16	-1	-6
- CC1CCN(S(=O)(=O)c2ccc3ccccc3c2)CC1
  0	6	9	0.5	14	0	-3	-2	34
- C=CCn1c(=NC(=O)C2CC2)sc2cc(NC(C)=O)ccc21
  -6	-68	12	3.1	-7	-2	1	2	9
- Cc1cccc(C)c1OCC(N)C(C)C (stereo unspecified)
  -1	13	2	-0.5	5	0	-9	-6	9
- O=C(CC1SC(=O)N(c2ccccc2)C1=O)Nc1ccc(Cl)cc1 (stereo unspecified)
  11	20	16	0.0	5	-5	19	-2	26
- CCc1cccc(Nc2c([N+](=O)[O-])cc(C(=O)N3CC(=O)Nc4ccccc43)cc2[N+](=O)[O-])c1
  -4	-5	2	-1.0	1	1	10	-4	8
- COc1ccc(-n2c(-c3ccccc3)nc(=S)c3c2CCCC3)cc1
  -11	14	18	1.5	5	-4	6	-5	30
- COc1ccc(CN(C)C(=O)c2ccc(NS(=O)(=O)c3ccc(F)cc3)cc2)c(OC)c1
  2	13	3	1.3	-8	-4	14	-3	16
- CC(C)(CNS(=O)(=O)c1ccc2ccccc2c1)N1CCOCC1
  -2	16	10	-0.2	6	0	16	-1	3
- CCc1[nH]c(C)c(C(C)=O)c1C
  2	2	3	-1.0	1	-5	3	-2	0
- Cc1ccc2c(c1)N(CC(=O)N1CCCC1)C(=O)C(C)O2 (stereo unspecified)
  0	5	-9	-0.8	-1	1	11	-3	7

Following part.
Each structure is followed by: EBI2 block	APJ antagonist	CCR6 antag	UPR CHOP act	CXCR6 inh	APJ ag	Mdm2-MdmX inh	XBP1 UPR activ	tim23-1 inh
- COCCOC(=O)c1c(C)oc2ccc(O)c(CN3CCC(C)CC3)c12
  7	16	10	0.0	1	-4	22	1	1
- Cc1cccc(C(=O)N/C(=C\c2ccco2)C(=O)N2CCCC2)c1
  11	-20	-3	-1.7	-1	-5	-10	-1	0
- Fc1cccc2sc(Nc3nnc(-c4ccccc4)o3)nc12
  -55	15	23	7.8	15	0	-1	7	7
- COc1ccc(Cl)cc1NC(=S)N(Cc1ccc(C(=O)O)cc1)Cc1ccc(OC)c(OC)c1
  0	-19	-2	3.0	1	3	14	1	17
- CC(=O)/C(N)=N/Nc1cccc(Cl)c1
  -1	-17	-38	0.0	4	3	3	-2	29
- Cc1onc(-c2ccccc2)c1C(=O)N/N=C/c1ccc(Br)cc1
  29	-11	3	1.3	-8	-10	6	-5	47
- CN(Cc1ccccc1)S(=O)(=O)c1ccc(OCC(=O)NCc2ccncc2)cc1
  6	8	5	1.9	-1	-2	-17	4	11
- CC1CCN(C(=O)CCc2nnc3ccc(NCCCN4CCCC4=O)nn23)CC1
  0	8	-10	-1.1	1	-2	-22	-4	-7
- CC(C)(c1ccccc1)c1ccc(OCCN2CCCC2)cc1
  4	-22	8	0.8	2	-2	3	-4	-2
- Cc1nn(C)c(C)c1CN(C)C(=O)C1(C)CC1(Br)Br (stereo unspecified)
  -13	-11	13	-0.9	-2	0	11	0	10
- CCOC(=O)c1c(CC(C)C)csc1NC(=O)COC(=O)c1cc(OC)c(OC)cc1[N+](=O)[O-]
  9	12	23	-1.9	1	-4	20	-5	7
